Source: PubChem BioAssay
Gal4-VP16 FLuc: VP16 counterscreen qHTS for inhibitors of ROR gamma transcriptional activity | Potency, µM (series often up to 53.6 µM), for inactives: at the highest dose activity, negative = inhibition, actives largely listed as inhibitors | 310,000 tested, 3.5% active | Drosophila S2 Gal4-VP16 UAS-luciferase, luminescence, 20 h;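 also: Gal4-VP16 expression switched on by copper sulfate through the metallothionein promoter; potency is read from the fitted curve at half-maximal effect; nearly all actives have a fitted effect of over 50% in size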
RORg inh: qHTS for inhibitors of ROR gamma transcriptional activity; Nuclear receptor ROR-gamma (Mus musculus), P51450; Drosophila S2 Gal4-RORgamma UAS-luciferase reporter, 20 h; Potency, µM (highest dose often 53.6 µM), for the others: at the top dose activity change, negative = inhibition, most hits filed as inhibitors; 310,000 tested, 5.4% active; also: potency is read from the fitted curve at half-maximal effect; nearly all actives have a fitted effect of over 60% in size
Target sequence (P51450 whole entry, looked up, the tested form may be a part): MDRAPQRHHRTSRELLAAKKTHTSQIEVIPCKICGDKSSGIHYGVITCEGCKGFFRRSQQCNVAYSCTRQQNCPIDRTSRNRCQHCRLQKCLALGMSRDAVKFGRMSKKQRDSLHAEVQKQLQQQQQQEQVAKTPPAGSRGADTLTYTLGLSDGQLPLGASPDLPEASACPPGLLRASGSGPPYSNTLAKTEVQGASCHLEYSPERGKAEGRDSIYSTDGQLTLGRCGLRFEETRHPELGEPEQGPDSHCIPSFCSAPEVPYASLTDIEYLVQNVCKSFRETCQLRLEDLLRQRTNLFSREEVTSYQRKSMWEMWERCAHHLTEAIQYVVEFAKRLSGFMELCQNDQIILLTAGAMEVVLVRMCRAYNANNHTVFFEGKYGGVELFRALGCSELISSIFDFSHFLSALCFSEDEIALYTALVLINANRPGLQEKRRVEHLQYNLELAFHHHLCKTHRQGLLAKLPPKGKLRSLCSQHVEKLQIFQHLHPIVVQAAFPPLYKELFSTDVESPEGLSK
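In this cell-based reporter format, copper sulfate (700 uM final) drives Gal4–ROR gamma fusion expression from a metallothionein promoter in Drosophila Schneider cells; compounds preincubated 1 hr, reporter read after 20 hr at ambient temperature.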
FBPA coupling cs: qHTS Assay for Inhibitors of Fructose-1,6-bisphosphate Aldolase from Giardia Lamblia: Coupling assay counterscreen. 290,000 tested, 0.67% active. activity change, negative = inhibition, % at 58.2 µM, hits read low. coupling enzyme system counterscreen, AmpLite Red fluorescence; in the data active = activity change below about -30%
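Coupling enzymes only (glyceraldehyde-3-phosphate) + compound, at 57.5 uM final, 10 min RT; add substrate/coupling/AmpLite Red mix, 20 min RT; fluorescence ex 525/em 598 nm. Actives flag coupling-system interference.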
The depositor's hits bear a star; ? = inconclusive; & = joins results of further samples; [ ] = dose if it differs, or a comment. Unless noted, calls follow the shape of the dose curve; as a rule, active = well fitted curve in the direction sought with a large enough effect; inconclusive = small, poorly fitted or top-dose-only effect, or another doubt; inactive = no such curve, though single readings can be large; an effect the other way counts as inactive or inconclusive. % is scaled to controls: 0 for no effect and ±100 for the full control effect.

SMILES	Gal4-VP16 FLuc	RORg inh	FBPA coupling cs
O=C(OCc1ccccc1)[C@@H]1COC(c2ccc(Br)cc2)=N1	-19%	6%	1
C[C@@H]1O[C@@H](OC[C@H]2O[C@@H](Oc3cc(O)c4c(c3)O[C@H](c3ccc(O)c(O)c3)CC4=O)[C@H](O)[C@@H](O)[C@@H]2O)[C@H](O)[C@H](O)[C@H]1O	-11%	6%	-3
COc1ccc(-n2c(=O)c(-c3ccccc3)nc3cncnc32)cc1	6%	-7%	1
COCCn1c(=O)c(C)nc2cnc(Oc3ccccc3)nc21	-16%	1%	1
FC(F)(F)c1ccccc1-c1ccc2ncnc(NC3CCNCC3)c2c1	-1%	-3%	1
COC(=O)[C@@]1(Cc2ccccc2)[C@H]2c3cc(C(=O)N(C)C)n(Cc4cc(C)n(C)n4)c3C[C@H]2CN1C(=O)c1ccccc1	-9%	11%	4
c1ncc(-c2ccoc2)c(NC2CC2)n1	-7%	24%	-7
COCCN(CCOC)c1nc(C)nc2c1nc(-c1ccccc1)n2CCN1CCCC1	-4%	-8%	0
COc1ccccc1CNc1ncncc1-c1ccoc1	-4%	7%	-2
C[C@H](C[C@H](N)C(=O)O)C(=O)O	-8%&-15%	13%&11%	3&1
COc1ccc2c(c1)C(=O)[C@H](OC(=O)NCCOc1ccccc1)[C@@H](c1ccc(OC)c(Br)c1)O2	0%	0%	-1
Cc1nc2cnc(OCc3ccccc3)nc2n(Cc2ccc(F)cc2)c1=O	6%	27%	-3
C/C(CCN1CCCCc2nc(C)c(C)cc21)=N\O[C@@H](C)c1cn([C@@H]2COC[C@@H]2O)nn1	5%[10 µM]	10%[10 µM]	1
Cc1cc2oc(=O)cc(-c3ccccc3)c2c(C)c1/C=C/c1ccc(F)cc1	6%	10%	0
C=CCN1CCc2cc(O)c(O)cc2[C@H](c2ccccc2)C1	-1%	10%	-3
C[C@@](N)(C(=O)O)c1ccc(C(=O)O)cc1	4%&9%	32%&-1%	-5&1
O=c1[nH]c(Cl)nc2c1ncn2C1OC(CO)C(O)C1O (centres undefined)	2%	-7%	2
c1cncc(-c2cncnc2NC2CCNCC2)c1	-6%	26%	1
COC(=O)C/C=C/C(C)C(OC)c1ccccc1Br (centres undefined)	-6%[10 µM]	10%[10 µM]	-1
COc1ccc2[nH]cc(CCNc3ncnc4ccc(-c5cccc(C#N)c5)cc34)c2c1	?	?	-11
COc1ccc(CNc2ccnc(-c3ccc(C(=O)N(C)C)cc3)n2)c(OC)c1	-1%	15%	-2
COc1ccc(-n2c(=O)c(-c3cn(C)c4ccccc34)nc3cnc(N4CCNCC4)nc32)cc1	?	19%	-2
COc1ccc(OC)c(C2OCCC=CC2C)c1 (centres undefined)	-1%[10 µM]	-16%[10 µM]	3
COC1C(O)CC(=O)OC(C)C/C=C/C=C/[C@@H](OC2CCC(N(C)C)C(C)O2)C(C)C[C@@H](CC=O)[C@@H]1O[C@H]1OC(C)[C@H](O[C@@H]2C[C@@](C)(O)C(O)C(C)O2)C(N(C)C)C1O (some centres undefined)	-10%	-5%	-4
CCCCC[C@H](O)/C=C/C=C/C=C/[C@@H](O)C/C=C\CCCC(=O)O	-13%	-40%	1
CC(C)C[C@@H](CC(=O)N[C@@H](CCC(=O)O)CC(=O)O)NC(=O)[C@@H]1CCCC[C@H]1NC(=O)C[C@H](CCCN)NC(=O)C[C@H](CO)NC(=O)[C@@H]1CNCC[C@H]1N	1%	-10%	0
CC(C)C[C@H](NC(=O)[C@H](Cc1ccccc1)NC(=O)[C@H](Cc1ccccc1)NC(=O)[C@@H](N)CO)C(=O)N[C@@H](CCCN=C(N)N)C(=O)N[C@@H](CC(N)=O)C(=O)O	2%	11%	4
CN(N=O)C(=O)N[C@H]1[C@@H](O)[C@H](O)[C@H](CO)O[C@@H]1O	1%[17 µM]	7%[2.98 µM]	3
c1ccc(CNc2ccnc(-c3ccc4c(c3)OCO4)n2)cc1	-5%	32%	-8
CCCCCCc1c(C[C@H](N)C(=O)O)o[nH]c1=O	0%&-13%	14%&30%	3&2
CCNc1ncc2nc(C)c(=O)n(C3CC3)c2n1	9%	1%	1
O=C(c1cc(C(F)(F)F)cc(C(F)(F)F)c1)N1CCC[C@@]2(CCN(c3ncccn3)C2)C1	-5%	15%	1
C[C@@H](C(=O)N[C@@H](CO)Cc1ccccc1)[C@@H]1C[C@@]1(C)[C@@H](NC(=O)OCc1ccccc1)c1ccccc1	11%	31%	4
O=c1c(-c2cc(F)cc(F)c2)nc2cnc(N3CCNCC3)nc2n1Cc1cccs1	?	2.8µM*	1
CC(C)Cn1nnnc1S(=O)(=O)CC#N	1%	4%	-1
Cc1nc2cnc(Nc3ccccc3)nc2n(C[C@H]2CCCO2)c1=O	-8%	26%	0

Given with bars between the fields: entries from further up.
SMILES | Gal4-VP16 FLuc | RORg inh | FBPA coupling cs
COc1ccc2[nH]cc(CCNc3ncnc4ccc(-c5cccc(C#N)c5)cc34)c2c1 | ? | ? | -11
COc1ccc(CNc2ccnc(-c3ccc(C(=O)N(C)C)cc3)n2)c(OC)c1 | -1% | 15% | -2
COc1ccc(-n2c(=O)c(-c3cn(C)c4ccccc34)nc3cnc(N4CCNCC4)nc32)cc1 | ? | 19% | -2
COc1ccc(OC)c(C2OCCC=CC2C)c1 (centres undefined) | -1%[10 µM] | -16%[10 µM] | 3
COC1C(O)CC(=O)OC(C)C/C=C/C=C/[C@@H](OC2CCC(N(C)C)C(C)O2)C(C)C[C@@H](CC=O)[C@@H]1O[C@H]1OC(C)[C@H](O[C@@H]2C[C@@](C)(O)C(O)C(C)O2)C(N(C)C)C1O (some centres undefined) | -10% | -5% | -4
CCCCC[C@H](O)/C=C/C=C/C=C/[C@@H](O)C/C=C\CCCC(=O)O | -13% | -40% | 1
CC(C)C[C@@H](CC(=O)N[C@@H](CCC(=O)O)CC(=O)O)NC(=O)[C@@H]1CCCC[C@H]1NC(=O)C[C@H](CCCN)NC(=O)C[C@H](CO)NC(=O)[C@@H]1CNCC[C@H]1N | 1% | -10% | 0
CC(C)C[C@H](NC(=O)[C@H](Cc1ccccc1)NC(=O)[C@H](Cc1ccccc1)NC(=O)[C@@H](N)CO)C(=O)N[C@@H](CCCN=C(N)N)C(=O)N[C@@H](CC(N)=O)C(=O)O | 2% | 11% | 4
CN(N=O)C(=O)N[C@H]1[C@@H](O)[C@H](O)[C@H](CO)O[C@@H]1O | 1%[17 µM] | 7%[2.98 µM] | 3
c1ccc(CNc2ccnc(-c3ccc4c(c3)OCO4)n2)cc1 | -5% | 32% | -8
CCCCCCc1c(C[C@H](N)C(=O)O)o[nH]c1=O | 0%&-13% | 14%&30% | 3&2
CCNc1ncc2nc(C)c(=O)n(C3CC3)c2n1 | 9% | 1% | 1
O=C(c1cc(C(F)(F)F)cc(C(F)(F)F)c1)N1CCC[C@@]2(CCN(c3ncccn3)C2)C1 | -5% | 15% | 1
C[C@@H](C(=O)N[C@@H](CO)Cc1ccccc1)[C@@H]1C[C@@]1(C)[C@@H](NC(=O)OCc1ccccc1)c1ccccc1 | 11% | 31% | 4

Further structures:
SMILES	Gal4-VP16 FLuc	RORg inh	FBPA coupling cs
CC[C@H](C)C(=O)O[C@H]1C[C@H](O)C=C2C=C[C@H](C)[C@H](CC[C@@H](O)C[C@@H](O)CC(=O)O)[C@H]21	-4%	-6%	0
CCC(=O)OC1(C)C(=O)C=C2C=C(CCCNC(=O)OC(C)(C)C)OC=C2C1=O (centres undefined)	7%	-16%	0
COC(=O)C1=C(C)N(Cc2ccccc2)[C@]23O[C@](C(=O)OC)(C(=O)N2C1c1ccccc1)C1CCOC(=O)C13 (some centres undefined)	2%[10 µM]	-14%[10 µM]	-2
COc1ccc(C(=O)N2CCC3(CC2)CCN(c2ccccn2)CC3)cc1	-10%	-1%	-5
CC(C)[C@@H](CC(=O)N[C@@H]1CCCC[C@H]1C(=O)N[C@H](CC(=O)N[C@@H](CCC(=O)O)CC(=O)O)Cc1c[nH]c2ccccc12)NC(=O)C[C@H](Cc1c[nH]c2ccccc12)NC(=O)[C@@H]1CNCC[C@H]1N	-6%	-34%	-5
CN(C)C(=O)[C@H]1C[C@@H]1[C@H](NC(=O)OCc1ccccc1)c1ccccc1	10%	-1%	2
COC(=O)c1ccc(C(NC(=O)OCc2ccccc2)/C(=C/[C@@H](C)C(=O)NCc2ccccc2)c2cccnc2)cc1 (some centres undefined)	-1%	21%	0
NOCc1ccccc1	-12%	-11%	-2
OC[C@@H](O)[C@@H](O)CCc1ccccc1	-2%	2%	1
CO[C@@H]1COC(=O)[C@H](C)NC(=O)C/C=C\[C@@H](C)[C@H](OC)COC(=O)[C@H](C)NC(=O)C/C=C\[C@H]1C	-4%[10 µM]	-1%[10 µM]	1
COc1cc(-c2coc3cc(OCc4ccccc4)c(OC)c(O)c3c2=O)cc(O)c1OC	5%	32%	1
COc1cccc(Cn2c(=O)c(-c3cccs3)nc3cnc(N4CCN(C)CC4)nc32)c1	-2%	-24%	1
COc1ccccc1CN1CCC2(CC1)CCN(C(=O)c1cccn1C)CC2	-13%	-14%	1
CNC(=O)[C@H](C)/C=C(\c1cccnc1)C(NC(=O)OCc1ccccc1)c1ccc(C(=O)OC)cc1 (some centres undefined)	0%	-3%	11
CN1[C@H](CC(=O)c2ccccc2)CCC[C@H]1C[C@H](O)c1ccccc1	1%	8%	1
COCC(=O)N1CCC[C@@]2(CCN(c3ccccn3)C2)C1	-4%	20%	-1
O=C(Nc1cccc(F)c1)N1CCCC2(CCN(C(=O)c3cccc(F)c3)CC2)C1	-3%	-13%	3
CC(C)(C)OC(=O)NCCCCC1=CC2=CC(=O)C(C)(OC(=O)C3CCCC3)C(=O)C2=CO1 (centres undefined)	-16%	-1%	5
C=C1C(=O)OC2C[C@@]3(C)CCCC(=C)[C@@H]3CC12 (some centres undefined)	-29%	?	2
OCC1OC(n2cnc3c(Cl)nc(Cl)nc32)C(O)C1O (centres undefined)	-4%	13µM*	2
c1ccc(CNc2ncncc2-c2ccoc2)cc1	-2%	2%	-2
CCN1C(=O)[C@@H]2[C@H]3C(=CC[C@H]2C1=O)C(=O)[C@H]1OC1[C@H]3O (some centres undefined)	?	2µM*	0
COc1ccccc1-c1cc(Nc2ccc(F)cc2)ncn1	?	19%	0
CCCn1c(-c2ccc(F)cc2)nc2c(NCC3CCN(C)CC3)nc(C)nc21	-6%	-20%	2
CCCCCCCCCCCCCCCCCC(=O)OCC(C)O (centres undefined)	-21%	-33%	1
COC(=O)c1ccc(C(NC(=O)OCc2ccccc2)/C(F)=C/[C@@H](C)C(=O)NC2CCCCC2)cc1 (some centres undefined)	?	?	6
COCCn1c(=O)cnc2cnc(OC)nc21	3%	-18%	0
COC(=O)C/C=C\[C@@H](C)[C@H]1C=C[C@H](O)[C@@H](CO)O1	4%[10 µM]	-33%[10 µM]	0
CC1(O)CC2C(CC1O)C2(C)C (centres undefined)	4%	-10%	-2
CS(=O)(=O)N1CCC[C@@]2(CCN(Cc3ccccc3)C2)C1	-2%	-20%	3
CCC[C@@H]1C[C@@H](C(=O)N[C@@H]([C@H]2O[C@H](SC)[C@H](O)[C@@H](O)[C@H]2O)[C@@H](C)O)N(C)C1	3%	-12%	-3
COc1cccc(-c2cncnc2NCc2cnc(C)cn2)c1	-9%	-17%	0
CC(=O)N(O)[C@@H]1c2cc(C#N)ccc2OC(C)(C)[C@H]1O	-5%	1%	2
COC(=O)N1c2ccccc2C23[C@@H]4CN5CCC[C@]6(CCC12C(O)(C6)C4=O)[C@H]53	-5%	-30%	-5
COCCn1c(=O)c(-c2ccc(F)cc2)nc2cnc(Oc3ccc(OC)cc3)nc21	?	26%	-1
O=C(c1cc(C(F)(F)F)cc(C(F)(F)F)c1)N1CCC2(CCCN(Cc3ccccc3)C2)CC1	7%	1%	2
N#Cc1ccc(CN2CCC3(CC2)CCN(S(=O)(=O)c2ccccc2)CC3)cc1	-25%	-12%	-6
COc1cccc(C2=Nn3c(nnc3-c3ccccc3C)SC2)c1	16µM*	?	-32*
COC(=O)N[C@@H](c1cccc(F)c1)C(C(C)=O)C(=O)OC (some centres undefined)	-1%	8%	3
NCCC[C@@H](CC(=O)N[C@@H]1CCNC[C@H]1C(=O)N[C@H](CC(=O)N[C@@H](CCC(=O)O)CC(=O)O)Cc1ccccc1)NC(=O)C[C@H](Cc1ccccc1)NC(=O)[C@@H]1CNCC[C@H]1N	-10%	12%	2
Nc1ccccc1C(=O)/C=C\c1ccc2c(c1)OCO2	-1%[10 µM]	20%[10 µM]	0
CS(=O)(=O)N1CCC2(CCCN(C(=O)Nc3cccc(F)c3)C2)CC1	-4%	25%	-2
COc1ccc(C[C@@](C)(N)C(=O)O)cc1OC	3%[17 µM]	-8%[2.98 µM]	-2

Not all compounds are listed; count on the stated rates, not on these rows.
